Screens (PubChem)
Cneo AK release: causes C. neoformans cell lysis. adenylate kinase release luminescence, 4 h; normalised: neutral wells 0, clomiphene wells 100. lysis activity, % at 15 µM. hit rate 0.2% among 360,000;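 active = mean lysis activity across replicates of at least 80%, whatever share of replicates individually reach that level; inactive = mean lysis activity below 80%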
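Material: C. neoformans cells; Schedule: 4 h static compound exposure, 37 °C, read 1 h post-reagent; Measured by: adenylate kinase release luminescence; Read-out: signal increase indicating cell lysis; Controls: Clomiphene as positive lysis control.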
PglD DTNB: PglD (C. jejuni) enzyme inhibition; purified PglD enzyme, DTNB colorimetric CoA detection; inhibition, % at 12.5 µM; hit rate 0.098% among 360,000; AID 602405; in the data active = inhibition above about 16%, passing the limit was not always enough; note: strong numbers were not always called active
RAD54 branch: RAD54 (human) branch migration inhibition | hit rate 0.14% among 360,000 | RAD54 Holliday junction branch migration, FAM/BHQ fluorescence | inhibition, % at 10.4 µM | AID 602329;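 active = mean normalized replicate activity at least 40 and at least half of replicates scoring 40 or more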;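 note: 0% = median of neutral control wells and 100% = median of positive control wells; inhibitors cause a drop in the FAM fluorescence signal; in these data hits start at about 50%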
E-selectin induc: induces E-selectin expression in human endothelial cells; activation, % at 7.58 µM; P16581; AID 686992; HUVEC E-selectin immunofluorescence imaging; normalized: neutral wells 0, TNF-alpha wells 100; hit rate 0.37% among 260,000;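 active = mean E-selectin-positive cell signal at least 10% of the positive control, reached in at least 60% of replicates, without over 20% cell loss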;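 note: in these data hits start at about 27%; measured in HUVEC primary endothelial cells; signal is the percent of cells scored E-selectin positive by PE staining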
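assay system = HUVEC, human umbilical vein endothelial cells | input = 3,000 HUVEC seeded per well | medium = EGM-2 growth medium on 0.1% gelatin-coated wells | dosing = one compound dose added by pin transfer | signal = immunofluorescence imaging | read-out basis = % PE-positive cells | control set = TNF-alpha, DMSO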
PGC1a acetyl inh: PGC1a acetylation modulation, inhibitor mode; U2OS PGC1a acetylation, AlphaScreen anti-acetyl-lysine; with virally co-expressed GCN5 acetyltransferase; inhibition, % at 15.6 µM; hit rate 0.17% among 350,000;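 active = every replicate shows inhibition of at least 40%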;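 note: 0% = neutral control wells and 100% = positive control wells; some results beyond the cut were filed as inactive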
ERAP1 HTS inh: blocks human ERAP1 aminopeptidase activity; Q9NZ08; recombinant ERAP1, Leu-AMC fluorescence, 60 min; inhibition, % at 10.7 µM; hit rate 0.15% among 340,000; AID 652197;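 active = mean replicate inhibition of at least 30%, or all replicates individually reaching that 30% level; inactive = mean below 30% and not every replicate reaching it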;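 note: 0% = neutral control wells and 100% = L-leucinethiol positive control wells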
Target sequence (Q9NZ08 whole entry, looked up): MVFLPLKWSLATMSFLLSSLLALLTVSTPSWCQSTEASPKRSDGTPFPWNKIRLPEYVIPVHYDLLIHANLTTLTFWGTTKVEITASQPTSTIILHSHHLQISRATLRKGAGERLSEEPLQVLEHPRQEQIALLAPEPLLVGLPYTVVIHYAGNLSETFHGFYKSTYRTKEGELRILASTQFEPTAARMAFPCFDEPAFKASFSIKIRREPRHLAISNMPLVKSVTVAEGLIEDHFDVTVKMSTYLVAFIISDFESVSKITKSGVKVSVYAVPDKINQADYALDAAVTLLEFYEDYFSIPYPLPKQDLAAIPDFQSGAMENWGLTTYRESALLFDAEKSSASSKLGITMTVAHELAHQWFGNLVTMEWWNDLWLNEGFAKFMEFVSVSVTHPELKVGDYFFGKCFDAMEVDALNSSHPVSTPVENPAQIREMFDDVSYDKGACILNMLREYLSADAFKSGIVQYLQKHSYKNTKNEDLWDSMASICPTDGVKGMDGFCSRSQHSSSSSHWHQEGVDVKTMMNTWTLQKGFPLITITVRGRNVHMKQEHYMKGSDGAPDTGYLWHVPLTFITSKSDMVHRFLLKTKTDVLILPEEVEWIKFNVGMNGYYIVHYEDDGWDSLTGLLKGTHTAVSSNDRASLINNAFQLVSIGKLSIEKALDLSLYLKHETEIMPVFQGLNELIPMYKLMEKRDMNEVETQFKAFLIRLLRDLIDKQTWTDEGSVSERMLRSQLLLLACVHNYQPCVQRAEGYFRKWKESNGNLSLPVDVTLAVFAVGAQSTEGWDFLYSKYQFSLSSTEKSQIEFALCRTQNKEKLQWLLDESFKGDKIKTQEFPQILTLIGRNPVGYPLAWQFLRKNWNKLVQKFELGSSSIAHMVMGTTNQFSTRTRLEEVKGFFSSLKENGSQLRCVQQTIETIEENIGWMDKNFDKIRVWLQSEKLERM
RAD52 inh: blocks human RAD52 DNA annealing; P43351; recombinant RAD52 DNA annealing, FRET fluorescence; inhibition, % at 18.7 µM; hit rate 0.46% among 360,000; AID 651710;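 active = every replicate showing at least 50% inhibition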
miR-122 sensor: blocks miR-122 activity in Huh7 sensor cells | AID 602342 | hit rate 0.3% among 340,000 | activation (reporter increase), % at 12.5 µM | Huh7 miR-122 Renilla luciferase sensor, 48 h; neutral wells = 0, positive control = 100;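 active = mean replicate activation score at least 90 and every replicate individually at or above 90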;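 note: higher luciferase means less miR-122 activity so hits act as miR-122 inhibitors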
Active calls of the source: *; x = no result given; [ ] = remark or other dose.

SMILES	Cneo AK release	PglD DTNB	RAD54 branch	E-selectin induc	PGC1a acetyl inh	ERAP1 HTS inh	RAD52 inh	miR-122 sensor
CN(C)C(=O)c1ccc(NC(=O)COC(=O)c2cc3c(s2)CCCCC3)cc1	1	3	5	-0.3	x	-2	-10	x
O=C(CCC1CCCC1)N1CCN(C(=O)C2CC2)CC1	1	2	-6	x	1	x	x	-8
CC(C)(C)NC(=S)Nc1ccc(Br)cc1	1	2	-13	x	x	x	x	39
COc1cc2c(cc1OC)CN(c1ccc([N+](=O)[O-])cc1Cl)CC2	-3	2	-4	0.8	x	0	-13	5
Nc1nnc(Cc2ccc(Cl)cc2Cl)s1	-2	-1	9	x	-6	x	x	-3
Cc1ccc(C2(C(F)(F)F)N=C3Sc4cc(C)cc(C)c4N3C(=O)N2)cc1 (configuration not stated)	3	-4	6	12	x	x	x	19
C/C(=N\NC(=O)c1cc2ccccc2cc1O)c1ccc(C)o1	0	-2	-1	-0.7	x	-2	-15	-1
Cc1ccc(-c2nc(C3CCCN(S(=O)(=O)c4ccc(C(F)(F)F)cc4)C3)no2)cc1 (configuration not stated)	2	4	-1	x	5	x	x	2
CC(=O)Nc1ccc(NC(=O)CSc2nccn2Cc2ccc(Cl)cc2)cc1	0	-1	2	x	x	-1	-6	x
Cc1nc(N2CCN(S(=O)(=O)c3cccs3)CC2)c2c(-c3ccccc3)c(C)sc2n1	6	0	-1	x	-31	-8	-13	-2
CCCN(CCC)CCNC(=O)CN1C(=O)COc2ccc(S(=O)(=O)N3CCOCC3)cc21	-2	-4	3	x	26	4	-2	3
CC(=O)N1c2ccc(S(=O)(=O)NCCC(=O)NCc3ccc(F)cc3)cc2CC1C (configuration not stated)	2	-2	-3	x	-12	2	-6	1
CCCOc1ccc(C2/C(=C(/O)c3ccc(F)cc3)C(=O)C(=O)N2CCCN(C)C)cc1 (configuration not stated)	-1	-2	6	x	-5	x	x	-1
Cc1onc(-c2ccccc2Cl)c1C(=O)NNC(=O)c1cccc(F)c1	1	-4	2	x	x	-4	4	5
Cc1ccc(N/C=C/C(=O)c2cccs2)cc1C	-1	-1	2	x	-5	9	-35	0
CCN1CCN(CCn2c(=S)[nH]c3cc4c(cc3c2=O)OCO4)CC1	-3	4	21	x	-7	x	x	11
CCOc1ccc(CN2C(=O)c3ccccc3C2C(=O)NC(C)CC)cc1OC (configuration not stated)	-1	-4	0	x	2	-1	-15	-5
C[C@@H]1CN([C@H](C)CO)C(=O)Cc2cc(NC(=O)Nc3ccccc3)ccc2O[C@@H]1CN(C)Cc1ccc(Oc2ccccc2)cc1	0	-1	-2	-0.5	-6	0	5	6[16.7 µM]
C[C@H]1CN([C@@H](C)CO)C(=O)Cc2cc(NC(=O)Nc3ccc(C(F)(F)F)cc3)ccc2O[C@@H]1CN(C)Cc1ccc(C(=O)O)cc1	-1	3	-2	x	10	1	-13	0[16.7 µM]
O=C1CN(C(=O)c2ccc(Cl)c(S(=O)(=O)N3CCc4ccccc43)c2)c2ccccc2N1	1	0	-18	-0.3	3	2	-137	-1
COc1cccc(-c2ccc3n(c2=O)C[C@@H]2[C@@H](CO)[C@H](C(=O)N(C)C)[C@H]3N2CC2CC2)c1	0	2	-8	1.1	x	-1	2	-1[16.7 µM]
CCC(C)c1ccc(NC(=O)C2CCN(c3ncccn3)CC2)cc1 (configuration not stated)	-1	2	-15	-3.2	-4	x	x	-11
CN1/C(=C\C(=O)c2ccco2)C(C)(C)c2ccccc21	-1	-2	-43	x	-31	0	-33	-8
CCOCCSc1nc2c(c(=O)[nH]c(=O)n2C)n1CCCc1ccccc1	-1	4	5	x	-7	x	x	-4
O=C(c1ccccn1)N1CC(=O)N2[C@H](C1)[C@H](c1ccc(-c3cccc(F)c3)cc1)[C@@H]2CO	x	x	x	1.1	-5	-2	3	x
C[C@@H]1CN([C@H](C)CO)C(=O)c2c(c3ccccc3n2C)-c2ccccc2CO[C@H]1CN(C)S(=O)(=O)c1ccccc1F	-1	0	5	-0.7	-8	2	0	x
CCC(CC)NC(=O)CON=C1c2ccccc2-c2ccccc21	-1	-7	-5	x	-3	x	x	-7
O=C(COC(=O)c1cc([N+](=O)[O-])ccc1N1CCCC1)Nc1ccccc1OC(F)F	9	-4	-6	0.5	-17	-2	-24	5
CC(C)Sc1nc2sccc2c(=O)n1-c1ccccc1	4	-4	-9	-0.1	x	0	-12	x
O=C(O)/C=C/C(=O)N1Cc2cc3ccccc3nc2C1	0	0	-11	x	x	0	-41	x
Cc1ccc(NC(=O)c2ccccc2OCC(=O)c2ccc(F)cc2)cc1	1	0	-3	-0.1	3	x	x	-2
O=C(C[C@H]1CC[C@@H]2[C@H](COC[C@@H](O)CN2C(=O)c2cnccn2)O1)NCc1ccccc1	-1	-3	1	0.0	4	3	5	6[16.7 µM]
CC(=O)c1ccc(NC(=O)CCn2c(=S)oc3ccccc32)cc1	-2	-4	-12	0.3	-1	0	-11	-2
Nc1nc(CSc2ccc(Cl)cc2)nc(N2CCCCC2)n1	x	x	x	0.0	-11	-3	-9	x
CCN(C(=O)CN1C(=O)NC2(CCc3ccccc32)C1=O)C1CCCCC1 (configuration not stated)	-5	11	-7	0.3	x	7	-9	x
CCOc1cc(S(=O)(=O)N(CC)CC)ccc1Br	3	5	3	x	-15	x	x	1
COc1cccc(-c2cnc3c(c2)C(=O)N([C@@H](C)CO)C[C@@H](C)[C@@H](CN(C)C(=O)CC2CC2)O3)c1	-6	2	-6	0.3	-2	3	-2	0[16.7 µM]
CNC(=O)c1ccccc1S(=O)c1ccccc1C#N (configuration not stated)	-3	3	-1	x	7	x	x	-5
COc1ccc(C(=O)NCc2ccc(-c3nc4ccccc4s3)cc2)cc1	0	-2	0	x	7	x	x	2
O=C(C[C@H]1CC[C@@H]2[C@H](COC[C@H](O)CN2S(=O)(=O)c2ccc(Cl)cc2)O1)N[C@H]1CCN(Cc2ccccc2)C1	0	-1	-8	0.0	-7	0	12	-6[16.7 µM]

Arranged by SMILES length (low to high): part of the list above.
SMILES	Cneo AK release	PglD DTNB	RAD54 branch	E-selectin induc	PGC1a acetyl inh	ERAP1 HTS inh	RAD52 inh	miR-122 sensor
CCOc1cc(S(=O)(=O)N(CC)CC)ccc1Br	3	5	3	x	-15	x	x	1
CC(C)Sc1nc2sccc2c(=O)n1-c1ccccc1	4	-4	-9	-0.1	x	0	-12	x
O=C(O)/C=C/C(=O)N1Cc2cc3ccccc3nc2C1	0	0	-11	x	x	0	-41	x
CCC(CC)NC(=O)CON=C1c2ccccc2-c2ccccc21	-1	-7	-5	x	-3	x	x	-7
CN1/C(=C\C(=O)c2ccco2)C(C)(C)c2ccccc21	-1	-2	-43	x	-31	0	-33	-8
CCC(C)c1ccc(NC(=O)C2CCN(c3ncccn3)CC2)cc1 (configuration not stated)	-1	2	-15	-3.2	-4	x	x	-11
CC(=O)c1ccc(NC(=O)CCn2c(=S)oc3ccccc32)cc1	-2	-4	-12	0.3	-1	0	-11	-2
CCOCCSc1nc2c(c(=O)[nH]c(=O)n2C)n1CCCc1ccccc1	-1	4	5	x	-7	x	x	-4
CCN(C(=O)CN1C(=O)NC2(CCc3ccccc32)C1=O)C1CCCCC1 (configuration not stated)	-5	11	-7	0.3	x	7	-9	x
O=C(COC(=O)c1cc([N+](=O)[O-])ccc1N1CCCC1)Nc1ccccc1OC(F)F	9	-4	-6	0.5	-17	-2	-24	5
O=C(C[C@H]1CC[C@@H]2[C@H](COC[C@@H](O)CN2C(=O)c2cnccn2)O1)NCc1ccccc1	-1	-3	1	0.0	4	3	5	6[16.7 µM]
O=C(c1ccccn1)N1CC(=O)N2[C@H](C1)[C@H](c1ccc(-c3cccc(F)c3)cc1)[C@@H]2CO	x	x	x	1.1	-5	-2	3	x
COc1cccc(-c2ccc3n(c2=O)C[C@@H]2[C@@H](CO)[C@H](C(=O)N(C)C)[C@H]3N2CC2CC2)c1	0	2	-8	1.1	x	-1	2	-1[16.7 µM]
COc1cccc(-c2cnc3c(c2)C(=O)N([C@@H](C)CO)C[C@@H](C)[C@@H](CN(C)C(=O)CC2CC2)O3)c1	-6	2	-6	0.3	-2	3	-2	0[16.7 µM]
C[C@@H]1CN([C@H](C)CO)C(=O)c2c(c3ccccc3n2C)-c2ccccc2CO[C@H]1CN(C)S(=O)(=O)c1ccccc1F	-1	0	5	-0.7	-8	2	0	x
O=C(C[C@H]1CC[C@@H]2[C@H](COC[C@H](O)CN2S(=O)(=O)c2ccc(Cl)cc2)O1)N[C@H]1CCN(Cc2ccccc2)C1	0	-1	-8	0.0	-7	0	12	-6[16.7 µM]

Further structures
SMILES	Cneo AK release	PglD DTNB	RAD54 branch	E-selectin induc	PGC1a acetyl inh	ERAP1 HTS inh	RAD52 inh	miR-122 sensor
Cc1ccc(NC2CCCN(C(=O)CCc3scnc3C)C2)cc1C (configuration not stated)	-2	-1	3	x	1	1	-1	6
Cc1oc(-c2cccc(Cl)c2)nc1CN1CCCC(C(=O)NCCCN2CCOCC2)C1 (configuration not stated)	2	-1	2	x	2	x	x	-16
COCCOC(=O)c1[nH]c2c(c1C)C(=O)CC(c1ccco1)C2 (configuration not stated)	2	-6	-8	0.2	x	2	-13	36
CCC(=O)N(C)C[C@@H]1Oc2cc(C#C[C@@H](C)O)ccc2S(=O)(=O)N([C@H](C)CO)C[C@@H]1C	0	6	0	-0.3	2	0	-4	-1[16.7 µM]
CCCCC(=O)Nc1ccc(NC(=O)CCCC)nc1	-1	-3	-7	x	0	x	x	2
Cc1ccccc1CS(=O)(=O)c1cnc2ccccc2n1	4	-5	0	x	-13	x	x	14
CCN(Cc1nc2cc(OC)c(OC)cc2c(=O)[nH]1)C(=O)c1ccc(S(=O)(=O)N(C)C)cc1	7	-4	-3	x	4	x	x	-4
COCC(=O)N1[C@@H](CO)[C@H](c2ccc(-c3ccccc3)cc2)C12CN(C(C)=O)C2	x	x	x	0.2	2	1	-11	x
N#C[C@@H]1[C@H](c2ccccc2-c2cccc(F)c2)[C@H](CO)N1C(=O)c1cccnc1	x	x	x	-0.1	6	-4	0	x
CCc1ccc(Oc2nnnn2-c2ccc(C(N)=O)cc2)cc1	-1	1	1	-0.5	7	-2	0	1
CO[C@@H]1CN(C)C(=O)c2ccc(NC(=O)c3cccc(F)c3)cc2OC[C@@H](C)N(C)C[C@H]1C	-4	4	11	0.1	-7	0	3	6[16.7 µM]
O=C1CSC(=S)N1c1cccnc1	-1	-5	-9	x	-4	2	-150	x
COc1ccc(OC)c(C(=O)NC(CC(N)=O)c2ccc(NCCN3CCOCC3)c([N+](=O)[O-])c2)c1 (configuration not stated)	-2	5	-1	23	x	-1	-10	-3
COc1ccccc1-c1n[nH]c(=S)n1N	-1	2	-10	0.0	-6	3	-2	-4
Cc1nc2cc(NC(=O)NCCC3=CCCCC3)ccc2o1	1	0	2	x	0	8	5	-5
CCc1ccc(/C(C)=N/NC(=O)c2c[nH]c3ccccc23)s1	-8	-4	8	x	x	-3	-21	x
O=C(OCc1cc(=O)n2cc(Br)ccc2n1)C1COc2ccccc2O1 (configuration not stated)	-1	1	7	x	-8	x	x	3
O=C(CCNC(=O)c1ccc([N+](=O)[O-])cc1)Nc1ccc(F)c(F)c1F	-2	0	3	x	-20	-1	-8	2
C/C(CC(=O)Nc1ccc(Cl)c(Cl)c1)=N\NC(N)=S	-2	-6	-1	x	8	x	x	-5
COc1ccc(CC(N)c2csc(Nc3ccc(C(C)=O)cc3)n2)cc1 (configuration not stated)	-3	12	-2	0.0	-15	4	-84	-2
CCCCN1C(=O)c2ccccc2C1C(=O)NC1CCCC1 (configuration not stated)	0	0	1	x	-16	x	x	3
